# Bioassay records deposited in PubChem BioAssay by several laboratories.
# CAL PDZ FP-1: untagged CAL PDZ binding inhibitors, primary screen, biochemical, fluorescence polarization, HTS; Golgi-associated PDZ and coiled-coil motif-containing protein (Homo sapiens), Q9HD26; purified CAL PDZ, TMR-peptide fluorescence polarization, 1 h; inhibition, % at 24.9 µM; 300,000 tested, 0.92% active; AID 602252, 2012;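 active = mean inhibition of at least 30% with at least half of replicates also reaching 30%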;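 note: 0% = DMSO neutral control and 100% = excess unlabeled competitor peptide PRC23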
# Arrestin-AP2 inh: inhibitors of beta-arrestin/AP2 binding, primary screen, biochemical, GPCR trafficking, flow cytometry | beta-arrestin 1 C-terminal peptide binding to AP2 beta2-adaptin appendage (human) | FITC-arrestin peptide / GST-AP2 beads; AP2 beta2 appendage carries R879A mutation | inhibition, % at 10 µM | 340,000 tested, 0.31% active;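 active = inhibition above a set limit, near 3 SD of compounds lacking own fluorescence, cut at about 54% in these data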;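 note: plate controls were DMSO wells for no effect and 5 µM unlabelled arrestin peptide for full effect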
#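 Assay system: GST-AP2 R879A bound to glutathione beads, E. coli-expressed; Medium: PBS with 0.05% Tween 20 and 0.1% BSA; Also added: fluorescein-tagged arrestin peptide at 50 nM final; Timing: 12 min plus 1 h, RT; Measured by: flow cytometry, FL1 (488/535 nm); Evaluation: percent drop in bead-associated FITC signal.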
# DSG3 Ab inh: inhibitors of pemphigus antibody binding to DSG3, primary screen, biochemical, bead-based, flow cytometry, scFv-GFP; Desmoglein-3 (Homo sapiens), P32926; DSG3-coupled beads, scFv-anti-DSG3-GFP binding; active compounds read low; binding (percent of control), % at 10 µM; 310,000 tested, 0.48% active; AID 588358, 2011;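 active = binding more than 3 SD below its plate's average and above zero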;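 note: hits lower antibody fragment binding to DSG3; some compounds called inactive have numbers as strong as hits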
# NSD2 inh: NSD2 histone methyltransferase inhibitors, primary screen, biochemical, AlphaScreen, single concentration, set 2; Histone-lysine N-methyltransferase NSD2 (Homo sapiens), O96028; NSD2 peptide methylation, 120 min; inhibition, % at 12.5 µM; 310,000 tested, 0.54% active; AID 743445, 2014; in the data active = inhibition above about 50%
# C-LANA FP: inhibitors of KSHV C-LANA binding to DNA, primary screen, biochemical, fluorescence polarization, FAM-LBS DNA, MBP-C-LANA, single point; Kaposi's sarcoma herpesvirus LANA C-terminal domain (residues 932-1162) DNA binding; 340,000 tested, 0.078% active; AID 504423, 2011; inhibition, % at 9 µM;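 active = highest replicate inhibition at or above 60% at 9 µM, even if other replicates fall short; inactive = all replicates below 60% inhibition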;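 note: 0% = neutral control wells and 100% = 4 µM acridine orange control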
# DAGLB inh: DAGLB lipase inhibitors, primary screen, biochemical, fluorescence, HTS | inhibition, % at 5.17 µM | 340,000 tested, 0.059% active | AID 504411, 2011 | HEK293T DAGLB membrane lysate, EnzChek fluorogenic substrate; in the data active = inhibition above about 34%;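 note: 0% = enzyme with vehicle and 100% = wells lacking enzyme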
# V-ATPase pH: regulators of yeast V-ATPase proton pumping, primary screen, pHLuorin cytosolic pH fluorescence; response, % at 10 µM; S. cerevisiae; 350,000 tested, 0.37% active; in the data active = response mostly above about 7.3%, no sharp cut-off; inactive = mostly below about 5.4%; note: actives read high; inactives centre near 0; some compounds called inactive have numbers as strong as hits
# CAL PDZ FP-2: CAL PDZ peptide-binding inhibitors, primary screen, biochemical, fluorescence polarization, Cer-tagged CAL PDZ, HTS. purified CAL PDZ, TMR-peptide fluorescence polarization, 1 h. AID 504414, 2011. 330,000 tested, 0.02% active. Golgi-associated PDZ and coiled-coil motif-containing protein (Homo sapiens), Q9HD26. inhibition, % at 20 µM;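 active = highest replicate inhibition of at least 40%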;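 note: plate controls were DMSO neutral control wells for no effect and unlabeled competitor peptide control wells for full effect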
#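 Material – purified CerCALP PDZ construct · Detection – FP readout, S and P plane fluorescence · Measure – percent inhibition from loss of millipolarization · Controls – unlabelled peptide for full inhibition, DMSO wells as neutral · Probe or stimulus – TMR-labelled reporter peptide T*-PRC34 bound in PDZ groove · Times – 1 h at RT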
# Keap1 Nrf2 FP: Keap1-Nrf2 protein-protein interaction inhibitors, primary screen, biochemical, fluorescence polarization, single point; 340,000 tested, 0.15% active; Kelch-like ECH-associated protein 1 (Homo sapiens), Q14145; Keap1 Kelch-Nrf2 peptide fluorescence polarization, 1536-well; AID 504523, 2011; inhibition, % at 9.4 µM; in the data active = inhibition above about 12%;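 note: human Keap1 Kelch domain with fluorescein labeled Nrf2 9mer peptide probe; 0% = neutral control wells and 100% = peptide positive control; higher means more block of Keap1 binding to Nrf2 peptide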
# Target sequence (Q14145 whole entry, looked up, the tested form may be a part): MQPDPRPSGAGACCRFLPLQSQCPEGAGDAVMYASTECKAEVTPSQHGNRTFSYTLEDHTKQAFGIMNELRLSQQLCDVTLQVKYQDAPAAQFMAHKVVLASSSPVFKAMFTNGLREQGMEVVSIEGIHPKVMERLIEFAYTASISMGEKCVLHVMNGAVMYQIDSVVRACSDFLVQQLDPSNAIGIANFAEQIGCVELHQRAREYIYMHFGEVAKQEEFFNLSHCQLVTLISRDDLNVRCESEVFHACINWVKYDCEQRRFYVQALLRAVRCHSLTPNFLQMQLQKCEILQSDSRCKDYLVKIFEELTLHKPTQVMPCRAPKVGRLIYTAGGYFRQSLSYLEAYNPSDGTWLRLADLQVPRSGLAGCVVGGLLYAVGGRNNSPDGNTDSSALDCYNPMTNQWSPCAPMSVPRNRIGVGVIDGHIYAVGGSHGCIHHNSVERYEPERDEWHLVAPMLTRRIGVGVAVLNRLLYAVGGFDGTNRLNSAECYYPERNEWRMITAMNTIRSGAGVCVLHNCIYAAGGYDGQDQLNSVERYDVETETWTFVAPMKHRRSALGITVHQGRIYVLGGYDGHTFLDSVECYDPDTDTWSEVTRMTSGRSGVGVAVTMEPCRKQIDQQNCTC
# RTF Ca sens inh: cardiac RTF calcium sensitivity inhibitors, primary screen, biochemical, IANBD-TnC fluorescence, EC70 calcium; AID 493244, 2011; Troponin I, cardiac muscle (Homo sapiens) + Troponin T, cardiac muscle (Homo sapiens) + …; 340,000 tested, 0.12% active; IANBD-labeled cardiac RTF, Ca2+ fluorescence; inhibition, % at 7.15 µM;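 active = inhibition above the mean inhibition of all tested compounds plus 3 SD, cut at about 17% in these data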;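 note: assay run at fixed EC70 calcium of 1.6 mM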
# * = called active by the depositor; nt = not tested or not shown. Only part of the results is shown (hit frequency here may not be typical).
SMILES,CAL PDZ FP-1,Arrestin-AP2 inh,DSG3 Ab inh,NSD2 inh,C-LANA FP,DAGLB inh,V-ATPase pH,CAL PDZ FP-2,Keap1 Nrf2 FP,RTF Ca sens inh
Cc1ccc2[nH]c(C(=O)N3CCN(C(c4ccccc4)c4ccccc4)CC3)cc2c1,nt,0,111,-2,1.0,-2,0,0.3,-5,-17
Cc1ccc(NS(=O)(=O)c2ccc(C(=O)OCC(=O)N3CCCCC3)cc2)cc1,-6,-10,107,0,-1.6,-2,2,-0.2,-1,-9
COc1cc(NC(=O)c2cnc(NCc3ccccc3)nc2C)cc(OC)c1OC,0,5,106,-3,1.3,-2,0,-0.5,-2,-14
CCOc1ccc(NC(=O)COc2ccc(C(=O)N3CCC(C(N)=O)CC3)cc2OC)cc1,-3,-2,99,-7,-0.1,1,1,-3.0,0,-1
O=C(Nc1ccccc1Cl)Nc1ccnn1C1CCN(C(=O)c2cscn2)CC1,1,9,109,-2,-4.1,-5,1,0.4,-1,2
COc1ccc(OCCCC(=O)OCC(=O)N2CCN(S(=O)(=O)c3ccc(C)cc3C)CC2)cc1,-1,12,103,5,-1.2,-7,0,0.0,-3,-5
CCC(=O)c1ccc(O)c(CC=C(C)C)c1,0,1,nt,17,-0.8,-7,-1,-0.5,2,-11
Cc1cccc2sc(NNC(=O)c3ccc(S(=O)(=O)N4CCc5ccccc5C4)cc3)nc12,2,10,97,nt,0.8,7,3,0.8,4,-4
COCCNC(=O)c1ccc(CN2CCc3ccccc3C2)cc1,-2,2,96,56*,1.1,-1,-3,-1.7,6,-8
NS(=O)(=O)c1ccc(N2C(=O)CCCC2=O)cc1,nt,nt,105,-1,nt,1,2,nt,nt,nt
O=C(CSc1cccs1)Nc1ccc2ccccc2c1,-5,0,111,-3,2.3,-5,1,-0.9,-5,-2
O=S(=O)(CC(CN1CCOCC1)N1CCOCC1)c1ccccc1 (configuration not stated),3,5,99,-1,1.4,4,4,-2.6,-1,-4
Cc1cc(S(=O)(=O)N(Cc2ccccc2F)C2CC2)ccc1-n1cnnn1,6,-9,105,22,0.0,0,1,-1.2,-4,0
CCS(=O)(=O)c1nc(S(=O)(=O)c2ccc(C)cc2)c(N2CCC(C)CC2)s1,-9,-2,nt,7,0.6,-3,-5,-0.8,0,0
Cc1ccc2oc(=O)c3cc(C(=O)NCc4ccco4)sc3c2c1,nt,-1,95,nt,-0.7,4,-2,-0.1,-1,-6
C=CCn1c(=NC(=O)C2CCCCC2)sc2cc(NC(C)=O)ccc21,nt,21,102,nt,-0.2,-3,2,-0.4,-3,-5
COc1ccccc1NS(=O)(=O)c1cccc(C(=O)N/N=C(\C)c2ccc(-n3ccnc3)cc2)c1,16,-6,nt,13,-2.2,1,3,-0.1,0,5
CSCCC(C(=O)OC1CCOC1=O)N1C(=O)c2ccccc2C1=O (configuration not stated),-4,-9,102,1,1.1,4,3,-2.8,0,-4
CC(=O)Nc1cccc(OCC(=O)Nc2cccc(S(=O)(=O)N3CCCC3)c2)c1,nt,2,105,5,0.9,0,-2,-6.6,-4,-7
CCn1c(N2CCN(CC(=O)c3ccc(OC)cc3)CC2)nc2ccccc21,1,-3,nt,1,1.0,0,-4,-1.5,-5,0
CC(=O)Nc1ccc2c(c1)Cc1c-2cc(Br)c(N)c1Br,-4,-3,88,-3,-6.9,0,1,0.0,0,2
O=P(c1cccs1)(c1cccs1)c1cccs1,nt,2,96,2,-1.2,-6,0,0.0,-1,-4
CS(=O)(=O)N1CCCC(C(=O)Nc2ccc(Br)cc2F)C1 (configuration not stated),2,-4,99,1,2.3,0,2,0.2,-2,-4
Cc1ccc(C(=O)C(C)OC(=O)CCN2C(=O)C3C4C=CC(C5CC45)C3C2=O)cc1 (configuration not stated),3,29,110,-2,0.1,-2,-1,-0.5,4,-7
COc1cc(C(=O)OCC(=O)NC2CCS(=O)(=O)C2)ccc1OCc1c(C)noc1C (configuration not stated),0,-5,93,-2,0.3,2,-1,-2.0,-6,-26
CC12C=CC3(CN(Cc4ccccc4)C(=O)C3C1C(=O)NC1CC1)O2 (configuration not stated),-2,-9,100,4,-0.2,1,-1,0.2,-3,5
COc1ccc(CNC(=O)CNC(=O)c2cccs2)c(OC)c1,-6,-1,100,0,-0.8,-2,3,-0.7,2,-7
NNC(=O)CNC(c1ccccc1)c1cc(Br)ccc1NC(=O)c1ccccc1Br (configuration not stated),5,-1,nt,-3,2.1,1,0,-0.4,-3,6
COc1cc(C(=O)NCc2ccc3c(c2)OCO3)c([N+](=O)[O-])cc1OC,-4,6,121,-2,0.2,0,-1,-0.4,-4,0
CC(C)(C)CC(=O)Nc1nnc(SCC(=O)NC2CCCCC2)s1,-4,23,101,-9,-0.5,-4,-2,-1.0,4,5
CCN(C(=O)COC(=O)c1ccccc1SCC(=O)NC1CCCCCCC1)C1CCS(=O)(=O)C1 (configuration not stated),-2,-15,100,-4,1.6,0,-1,-0.7,-4,9
COC(=O)[C@@]12CCCN1[C@H](c1ccc(-c3ccc(Cl)c(Cl)c3)c(OC)c1)[C@H]1C(=O)N(C)C(=O)[C@H]12,-2,1,108,nt,-1.0,-1,1,-0.5,-14,9
COc1ccc(NC(=O)COC(=O)CCC2CCCCC2)cc1,-7,6,101,-3,-1.6,-6,3,1.0,-4,-6
COc1ccccc1N1C(=O)C2C(C(=O)c3ccccc3)=NN(c3ccc(C)cc3)C2C1=O (configuration not stated),nt,2,111,-4,nt,nt,-4,nt,nt,nt
CCOc1ccc(-n2c(=O)c3ccccc3c3ccccc3c2=O)cc1,-3,37,106,0,0.9,-4,-1,-1.1,-5,-3
O=C(O)Cc1ccc(NC(=O)c2ccc3c(c2)C(=O)N(Cc2ccco2)C3=O)cc1,-3,41,nt,39,5.2,2,-1,-2.9,0,3
Cn1c(=O)cc(Nc2ccccc2)[nH]c1=O,0,4,121,13,-3.7,-1,-3,1.8,-3,0
S=c1nc2ccccc2c2nc(-c3cccnc3)[nH]n12,-11,-7,114,6,0.9,1,0,-0.5,-1,4
CC(=O)Nc1ccc(NC(=O)CSc2cn(CC(=O)N3CCOCC3)c3ccccc23)cc1,-1,0,nt,11,0.0,3,2,-2.0,-3,7
O=C(COc1ccc(Cl)cc1)NCCCn1ccnc1,-11,-11,112,50,4.0,1,nt,0.8,-3,1
CCOc1ccc(C(=O)NCC(=O)OCc2ccc(F)cc2Cl)cc1,-1,4,110,nt,-0.4,-3,-3,-0.7,-4,-8
CCOC(=O)CN1C(=O)N[C@@H](c2ccco2)C(C(C)=O)=C1C,2,0,97,nt,2.1,1,0,1.0,1,-10
Cc1cc(C(F)(F)F)nc(SCC(=O)NC2=NC(=O)C(C)S2)n1 (configuration not stated),-3,-1,105,-1,0.3,1,-1,-1.3,3,-1
Cc1ccc(-n2nc(C)c3c(C)onc3c2=O)cc1,5,8,nt,-2,-0.5,1,2,0.8,-4,3
COC(=O)c1cc(S(=O)(=O)N2CCN(c3ccc(OC)cc3)CC2)cn1C,-7,6,104,-4,0.2,-6,2,-5.7,-5,-8
COc1ccc(-c2nc(NC(C)=O)sc2-c2ccc(OC)cc2)cc1,2,23,120,-3,-1.3,-1,4,1.0,0,0
COCCNC(=O)c1cn(Cc2c(F)cccc2Cl)nn1,-1,26,105,3,-0.8,1,-1,-0.2,-4,-5
Cc1ccc(S(=O)(=O)N2CCC(C(=O)OCC(=O)N3CCCCC3C)CC2)cc1C (configuration not stated),-2,-2,98,4,-1.0,1,-1,-0.9,-1,-6
Cc1ccc(-c2nnn(CC(=O)NC(=O)NC3CCCCC3)n2)cc1,-3,-3,101,2,-0.1,1,0,-2.7,1,-2
Cc1ccc(NC(=O)CSCC(=O)Nc2ncc3c(n2)CC(c2ccco2)CC3=O)cc1 (configuration not stated),-2,9,101,1,0.1,-4,-4,nt,6,-6

# In a second layout: results already given.
# Under each structure: CAL PDZ FP-1	Arrestin-AP2 inh	DSG3 Ab inh	NSD2 inh	C-LANA FP	DAGLB inh	V-ATPase pH	CAL PDZ FP-2	Keap1 Nrf2 FP	RTF Ca sens inh
CCOC(=O)CN1C(=O)N[C@@H](c2ccco2)C(C(C)=O)=C1C
    2	0	97	nt	2.1	1	0	1.0	1	-10
Cc1cc(C(F)(F)F)nc(SCC(=O)NC2=NC(=O)C(C)S2)n1 (configuration not stated)
    -3	-1	105	-1	0.3	1	-1	-1.3	3	-1
Cc1ccc(-n2nc(C)c3c(C)onc3c2=O)cc1
    5	8	nt	-2	-0.5	1	2	0.8	-4	3
COC(=O)c1cc(S(=O)(=O)N2CCN(c3ccc(OC)cc3)CC2)cn1C
    -7	6	104	-4	0.2	-6	2	-5.7	-5	-8
COc1ccc(-c2nc(NC(C)=O)sc2-c2ccc(OC)cc2)cc1
    2	23	120	-3	-1.3	-1	4	1.0	0	0
COCCNC(=O)c1cn(Cc2c(F)cccc2Cl)nn1
    -1	26	105	3	-0.8	1	-1	-0.2	-4	-5
Cc1ccc(S(=O)(=O)N2CCC(C(=O)OCC(=O)N3CCCCC3C)CC2)cc1C (configuration not stated)
    -2	-2	98	4	-1.0	1	-1	-0.9	-1	-6
Cc1ccc(-c2nnn(CC(=O)NC(=O)NC3CCCCC3)n2)cc1
    -3	-3	101	2	-0.1	1	0	-2.7	1	-2
Cc1ccc(NC(=O)CSCC(=O)Nc2ncc3c(n2)CC(c2ccco2)CC3=O)cc1 (configuration not stated)
    -2	9	101	1	0.1	-4	-4	nt	6	-6
